Tb PFK block – blocks T. brucei phosphofructokinase; T. brucei PFK, ADP-Glo luminescence; Potency, µM (highest dose often 57.5 µM), for inactives: top-dose activity, negative = inhibition, actives largely listed as inhibitors; O15648; hit rate 0.17% among 330,000;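 also: potency is read from the fitted curve at half-maximal effect; 0% = uninhibited 1x PFK enzyme wells and -100% = no-enzyme wells; nearly all actives have a fitted effect of over 60% in size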
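Activity is normalized to no-enzyme wells (full inhibition) and 1.25 nM enzyme wells (no inhibition). Reaction: 0.5 mM F6P, 0.1 mM ATP, 45 min RT, ADP-Glo luminescence; concentration-response curves fitted and classed by quality.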
ELG1 DNA repair – inhibitors of ELG1-dependent DNA repair in HEK293T cells; hit rate 2.3% among 330,000; Potency, µM (top dose mostly 46.1 µM), for inactives: at the top dose activity change, negative = inhibition, usual class: inhibitors; AID 504467; HEK293T ELG1-luciferase reporter, luminescence, 16 h; DNA damage induced by 5-fluorouridine; also: potency is read from the fitted curve at half-maximal effect; % is scaled to controls: 0 for no effect and ±100 for the full control effect; nearly all actives have a fitted effect of over 55% in size
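Overnight (16 hr) co-exposure of 2,000 cells/well to 5-fluorouridine and compound at 37 °C preceded detection. Luciferase was quantified via ONE-Glo luminescence; loss of signal denotes inhibition.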
USP2a inh – USP2a (human) protease inhibition | USP2 core, Ub-CHOP2 coupled fluorogenic reporter, 485/531 | hit rate 0.01% among 330,000 | AID 463254 | Potency, µM (doses to about 38.3 µM), inactives show at the highest dose activity change, negative = inhibition, actives largely listed as inhibitors;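 also: potency is read from the fitted curve at half-maximal effect; plate controls were DMSO wells for no effect and full inhibition by NEM control for full effect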
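Deubiquitinase activity read as fluorescence (485/531 nm) after Ub-CHOP2 cleavage activates the enterokinase reporter on its substrate; USP2 core 10nM, Ub-CHOP2 and substrate 25nM each, 30min compound preincubation then 60min RT; data normalized to NEM, curves fitted.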
Eya2 phos inh – blocks the phosphatase activity of human Eya2; hit rate 0.006% among 330,000; Potency, µM (highest dose often 76.9 µM), for the others: top-dose activity, negative = inhibition, usual class: inhibitors; recombinant Eya2, OMFP fluorescence dephosphorylation (OMFP is methylfluorescein phosphate); also: potency is read from the fitted curve at half-maximal effect; % is scaled to controls: 0 for no effect and ±100 for the full control effect
Target sequence (O00167 whole entry, looked up): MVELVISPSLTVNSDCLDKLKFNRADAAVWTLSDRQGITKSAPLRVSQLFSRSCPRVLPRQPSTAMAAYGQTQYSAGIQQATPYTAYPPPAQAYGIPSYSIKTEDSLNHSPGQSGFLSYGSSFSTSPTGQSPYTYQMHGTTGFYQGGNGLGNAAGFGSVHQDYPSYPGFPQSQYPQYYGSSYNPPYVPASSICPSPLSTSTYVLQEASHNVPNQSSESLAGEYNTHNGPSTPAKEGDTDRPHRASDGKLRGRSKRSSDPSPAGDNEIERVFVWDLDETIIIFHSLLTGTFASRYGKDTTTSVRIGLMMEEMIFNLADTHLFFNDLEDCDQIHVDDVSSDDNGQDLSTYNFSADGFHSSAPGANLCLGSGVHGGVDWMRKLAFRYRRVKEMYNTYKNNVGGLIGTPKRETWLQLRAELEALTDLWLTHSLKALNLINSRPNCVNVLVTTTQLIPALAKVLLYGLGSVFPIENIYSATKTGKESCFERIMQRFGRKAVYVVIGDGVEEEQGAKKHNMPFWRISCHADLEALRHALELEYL
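Eya2 protein (added as 0.2 uM solution) was preincubated with compound for 10 min at ambient temperature in 50 mM HEPES pH 7.5, 50 mM NaCl, 5 uM MgCl2, 0.05% BSA, 1 mM DTT. OMFP (added at 50 uM) then reacted 10 min; fluorescence read at 485/525 nm.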
uPA surface inh – blocks generation of uPA at the cell surface | hit rate 0.31% among 330,000 | Potency, µM (doses to about 38.3 µM), for the others: at the top dose activity change, negative = inhibition, most hits filed as inhibitors | cell surface uPA generation assay, qHTS; active = well fitted inhibition curve with a large enough effect; inconclusive = small, poorly fitted or top-dose-only effect; inactive = no such curve, though single readings can be large or run the other way; tested in mouse RAW 264.7 cells; also: potency is read from the fitted curve at half-maximal effect; % is scaled to controls: 0 for no effect and ±100 for the full control effect; nearly all actives have a fitted effect of over 55% in size
B2AR arrestin – agonists driving beta-arrestin recruitment to human beta2-adrenergic receptor; P07550; beta-arrestin recruitment to beta2AR, cell-based reporter; Potency, µM (doses to about 46.1 µM), without a hit: top-dose activation, usual class: activators; hit rate 0.02% among 330,000;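 also: potency is read from the fitted curve at half-maximal effect; 0% = DMSO controls and full agonism = EC100 isoproterenol or metaproterenol; nearly all actives have a fitted effect of over 65% in size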
Mito fusion act – mitochondrial division inhibition or fusion activation; S. cerevisiae fusion-defective mutant growth rescue, CellTiterGlo 48 h; Potency, µM (series often up to 46.1 µM), inactives show at the highest dose growth rescue (activation), most hits filed as activators; hit rate 0.23% among 320,000; AID 485298;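 also: potency is read from the fitted curve at half-maximal effect; % of control where 0% means no effect; nearly all actives have a fitted effect of over 45% in size; temperature-sensitive fusion mutants such as fzo1-1 at 37 °C on non-fermentable ethanol glycerol medium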
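Compounds are tested for their ability to restore growth of mitochondrial fusion-defective yeast strains at non-permissive 37C in YPEG medium over 48 hours. Viability is quantified by luciferase luminescence.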
PTAP TSG101 blk – blocks PTAP/TSG101 interaction to inhibit HIV-1 budding; Q99816; Fluorescence polarization, FITC-PTAP peptide / Tsg101 binding; Potency, µM (highest dose often 115 µM), for the others: top-dose activity change, negative = inhibition, hits mostly inhibitors; 340,000 tested, under 10 active; active = well fitted inhibition curve with a large enough effect in the main read-out, with a control signal flat, not every such curve was filed as active; inconclusive = small, poorly fitted or top-dose-only effect, or effect the other way, or a change in a side signal; inactive = no such curve, though single readings can be large or run the other way; also: potency is read from the fitted curve at half-maximal effect; % of control where 0% means no effect
Target sequence (Q99816 whole entry, looked up): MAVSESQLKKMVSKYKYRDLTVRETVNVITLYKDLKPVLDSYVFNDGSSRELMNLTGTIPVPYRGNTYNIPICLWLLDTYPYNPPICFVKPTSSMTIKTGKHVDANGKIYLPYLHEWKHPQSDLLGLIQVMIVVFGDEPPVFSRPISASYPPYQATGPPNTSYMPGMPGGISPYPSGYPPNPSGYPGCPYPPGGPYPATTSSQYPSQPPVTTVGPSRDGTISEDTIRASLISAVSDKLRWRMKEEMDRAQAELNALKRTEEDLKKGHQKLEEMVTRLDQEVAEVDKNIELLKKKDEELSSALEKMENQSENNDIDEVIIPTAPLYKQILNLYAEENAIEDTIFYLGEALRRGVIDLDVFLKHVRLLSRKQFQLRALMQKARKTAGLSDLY
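Fluorescence anisotropy tracks displacement of a FITC-tagged PTAP peptide (50 nM) from the Tsg101 binding domain (10 uM), following a 20 min room-temperature incubation at pH 7.5.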
BCR signal inh – blocks chronic active B-cell receptor signaling; hit rate 0.05% among 340,000; Potency, µM (top dose mostly 46.1 µM), for the others: at the highest dose ratio change, negative = lower green/red ratio, actives largely listed as inhibitors; ABC-DLBCL IkBa-CBG/CBR reporter, luminescence ratio, 4 h; active = well fitted inhibition curve with a large enough effect in the signal ratio, with a control signal flat, not every such curve was filed as active; inconclusive = small, poorly fitted or top-dose-only effect, or effect the other way, or a change in a side signal; the % refers to the signal ratio;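 also: potency is read from the fitted curve at half-maximal effect; plate controls were basal doxycycline-induced cells for no effect and cells given 10 µM MG132 for full effect; MG132 reads +100%, hits lower the ratio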
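Doxycycline induced both beetle luciferases in TMD8 lymphoma cells; IKK-driven degradation limits the IkappaBalpha-fused green signal, while red luminescence normalises for cell number and nonspecific effects. Compounds tested up to 46 uM, 4 hrs.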
TCR activator – T cell receptor activation; primary human leukocytes, anti-CD3, IL-2 HTRF, 48 h; Potency, µM (titrated, usually from 9.22 µM), inactives show at the top dose activation of IL-2 secretion, hits mostly activators; 330,000 tested, under 10 active; AID 504894; also: % of control where 0% means no effect
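Primary human leukocytes incubated 48 hr with anti-CD3 beads plus compound, without co-stimulation. Secreted IL-2 measured by HTRF (europium cryptate/d2 anti-IL-2 pair, 320 nm excitation, 665 nm emission).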
TSHR antagonist – human thyrotropin receptor antagonism; hit rate 0.2% among 330,000; TSHR-expressing cells, TSH-stimulated cAMP HTRF, 2 h; hits give low values; activity change, negative = inhibition, % at 11.5 µM;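 active = activity change below a set negative limit, meaning inhibition stronger than a set level, cut at about -70% in these data; inconclusive = activity change between two set negative limits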; also: % is scaled to controls: 0 for no effect and ±100 for the full control effect
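TSHR-expressing cells were treated with compounds, then stimulated with TSH at EC80 (4nM final) for 2 hours at 37 deg C. Cellular cAMP was measured by HTRF competition between lysate cAMP and cAMP-d2 for a cryptate-labelled anti-cAMP antibody.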
Starred values were filed as active, the others as inactive; ? = inconclusive; . = no result given; [ ] = another dose, or the depositor's remark. Unless noted, calls follow the shape of the dose curve; as a rule, active = well fitted curve in the direction sought with a large enough effect; inconclusive = small, poorly fitted or top-dose-only effect, or another doubt; inactive = no such curve, though single readings can be large; an effect the other way counts as inactive or inconclusive. No enrichment for hits; 3% or so of the library scored in one or more.

SMILES | Tb PFK block | ELG1 DNA repair | USP2a inh | Eya2 phos inh | uPA surface inh | B2AR arrestin | Mito fusion act | PTAP TSG101 blk | BCR signal inh | TCR activator | TSHR antagonist
O=C(NNS(=O)(=O)c1ccc(F)cc1)C1CCCCC1 | 0% | 4% | 3% | 3% | 2% | -0.2% | -2% | -5% | 1% | 3% | 16
Cc1cccc(N2CCN(CCCNC(=O)c3ccc(NC(=O)C4=CSCCO4)cc3)CC2C)c1 (configuration not stated) | -2% | ? | 0% | -12% | -3% | -0.1% | -8% | -1% | -1% | 4% | -5
COc1ccc(N(CC(=O)NCC2CCCO2)S(=O)(=O)c2ccc(C)cc2)cc1OC (configuration not stated) | -3% | -3% | 5% | 7% | 2% | -0.1% | 0% | 0% | -16% | -1% | 3
COc1ccc(CN2CCN(c3ncccn3)CC2)c(C)c1C | -5% | ? | -2% | ? | -20% | 0.3% | 3% | -6% | 0% | -1% | 6
CCCCN(CC)c1nc(N)c(C#N)c(CC#N)c1C#N | 1% | ? | 1% | 5% | -4% | -0.7% | 0% | -1% | -12% | . | 3
COc1ccc(-n2c(=S)[nH]c3cc(C(=O)NCc4ccccc4)ccc3c2=O)c(OC)c1 | 5% | 10% | -2% | -8% | -1% | 0.3% | 0% | -3% | 13% | -15% | -7
CC1(C)CC(=O)c2sc(NS(=O)(=O)c3ccc(Br)cc3)nc2C1 | 0% | 21% | 2% | 17% | 18% | 0.1% | 28% | -5% | -1% | -8% | 3
c1ccc(N/N=C(\Cc2ncc[nH]2)c2ccccc2)cc1 | -3% | -13% | 2% | -3% | . | 0.4% | 12% | -3% | 3% | 3% | 2
CC1CCN(C(=O)CSc2nc3c(c(=O)n2C)SCC3)CC1 | -2% | ? | 3% | 5% | -2% | 0.3% | -1% | . | 9% | 2% | 21
COc1cccc(N2CCN(Cc3nc(N)nc(N4CCCc5ccccc54)n3)CC2)c1 | -5% | ? | -1% | -7% | -2% | -0.7% | 3% | -4% | ? | -13% | 0
O=C(Nc1ccc(Cl)cc1)N1CCN(c2ccccc2)CC1 | 0% | -7% | 0% | 2% | -1% | -0.1% | 24% | 1% | -8% | 3%[46.1 µM] | -7
CCN1CCN(c2ccc(S(=O)(=O)N3CCOCC3)cc2NC(=O)c2cccc([N+](=O)[O-])c2)CC1 | 0% | 1% | -2% | -8% | -5% | 0.1% | . | -2% | -1% | 0% | 5
O=C1CCCN1C(=O)COc1ccc([N+](=O)[O-])cc1 | -4% | 15% | 2% | 6% | 3% | 0.4% | -5% | -2% | -3% | -8% | 0
CC1(C)CC(=O)C2=C(C1)Nc1cc3c(cc1C2c1ccc(F)cc1)OCO3 (configuration not stated) | -3% | -29% | 4% | -1% | -3% | -0.2% | 0% | 0% | -2% | -2% | -20
CCn1cc(CN2CCC(C(=O)Nc3cccc(-c4cccc(Cl)c4)c3)CC2)c(C)n1 | 1% | -10% | -1% | -9% | ? | 0.0% | -12% | -3% | ? | 3% | 2
Cc1ccc[n+](CC(=O)c2ccccc2)c1 | -4% | 4% | 0% | 10% | . | -0.1% | 6% | . | 6% | . | 5
Cc1ccc(F)cc1NC(=O)c1cnccn1 | 0% | -6% | 9% | -12% | -14% | -0.1% | -2% | -7% | 2% | -9% | 23
COc1ccc(NC(C)=O)cc1NC(=O)c1cccc(S(=O)(=O)N2CCc3ccccc32)c1 | 0% | ? | 0% | 0% | -1% | -1.0% | 1% | -2% | -3% | -4% | 1
COc1cc2c(cc1OC)CN(C(=O)CCCN1C(=O)c3ccccc3C1=O)CC2 | -3% | -21% | 1% | 9% | 2% | -0.3% | 0% | -3% | 8% | 1% | -13
COc1ccc2nc3c(cc2c1)c(NC(=O)CC(C)C)nn3CC(C)C | 0% | 1% | 2% | -5% | 18% | -0.5% | . | -2% | ? | 2% | 1
O=C(/C=C/c1ccc(-c2ccccc2[N+](=O)[O-])o1)c1ccc(F)cc1 | 0% | 0% | 0% | -8% | ? | -0.9% | 2% | -10% | ? | 7% | -31
COc1cccc(NC2=C(NCCO)C(=O)c3ccccc3C2=O)c1 | 1% | ? | 0% | 2% | -11% | 0.1% | -16% | -5% | -17% | -1% | -4
O=C1CCN(C(=S)NCc2ccccc2)CC1 | -1% | -11% | 0% | -6% | 3% | -0.1% | 0% | -4% | -17% | -5% | 20
O=C(O)Cc1ccc(NC(=S)Nc2cccc(Cl)c2Cl)cc1 | -18% | -2% | -3% | 4% | 1% | 3.9% | -2% | -3% | 0% | 1%[46.1 µM] | 3
O=C(COc1ccc(Cl)cc1[N+](=O)[O-])N1CCCCCC1 | 0% | 11% | -1% | 2% | -2% | -0.2% | 1% | -9% | ? | -7% | 3
Next records follow:
SMILES | Tb PFK block | ELG1 DNA repair | USP2a inh | Eya2 phos inh | uPA surface inh | B2AR arrestin | Mito fusion act | PTAP TSG101 blk | BCR signal inh | TCR activator | TSHR antagonist
CC(C)c1ccc(C2CC(=O)c3cnc(N4CCc5ccccc5C4)nc3C2)cc1 (configuration not stated) | -1% | 9% | 0% | -2% | 3% | 0.5% | -2% | -6% | ? | -2% | 0
COCCCNC(=O)Cc1c(C)c2c(cc(C)c3c(C(C)(C)C)coc32)oc1=O | -9% | 0% | 3% | -3% | 0.28µM* | 3.9% | ? | -3% | ? | 2% | -2
O=C(CCc1nc2ccccc2c(=O)[nH]1)NCc1cccc(Cl)c1 | 1% | -5% | 6% | 9% | -12% | -0.3% | -3% | -1% | ? | -5% | -7
O=S(=O)(Nc1nccs1)c1ccc(NS(=O)(=O)c2cccs2)cc1 | 2% | 7% | 0% | -8% | -2% | 0.0% | -2% | -3% | 1% | 1% | 22
CS(=O)(=O)N1CCN(C(=O)COc2ccc3ccccc3c2)CC1 | 0% | -8% | -4% | ? | -3% | -0.3% | -3% | -4% | 0% | -1% | -5
COc1cccc(NC(=O)CN(C)C(=O)c2cc(-c3ccco3)nc3ccccc23)c1 | ? | ? | -1% | 10% | 3% | -0.2% | 0% | -10% | 0% | -2% | -5
CCOC(=O)N1CCC(NC(=O)CC(NS(=O)(=O)c2ccc(Cl)cc2)c2ccco2)CC1 (configuration not stated) | 0% | -1% | 5% | 0% | 9% | 0.0% | 2% | 0% | ? | 7% | -2
O=C(NCc1ccc(F)cc1)C1CCC(CNS(=O)(=O)c2cccs2)CC1 (configuration not stated) | -17% | ? | 0% | 15% | -4% | -0.7% | -27% | 0% | -1% | -2% | 23
CCN1CCN(c2nc(-c3cccs3)nc3ccccc23)CC1 | 6% | -3% | 3% | -1% | -3% | -0.4% | -8% | -4% | ? | -9%[46.1 µM] | 81
Cc1cc(C)n(-c2ccc(C(=O)NCc3cccs3)cc2)n1 | 0% | 7% | 0% | -4% | 0% | 0.4% | 2% | -9% | 3% | 1% | 9
COc1ccc(OC)c(C(c2nnnn2CCc2ccccc2)N2CCN(c3ccccc3)CC2)c1 (configuration not stated) | -3% | -19% | 1% | -8% | 8% | 0.1% | 10% | 0% | ? | 0% | -13
O=S(=O)(c1cccs1)N1CCN(CC(O)COc2cc(Cl)ccc2Cl)CC1 (configuration not stated) | -4% | 8.2µM* | -1% | 0%[15.4 µM] | -10% | 0.2% | ? | -8% | ? | -7% | ?
O=C1C2C3C=CC(C4CC34)C2C(=O)N1/N=C/c1cccs1 (configuration not stated) | -4% | ? | 3% | 9% | -5% | 7.0% | 21% | -5% | 7% | -8%[46.1 µM] | 9
Cc1ccc(S(=O)(=O)NCc2ccccc2)cc1 | -3% | 3% | 0% | -19% | 1% | -0.3% | 3% | -3% | -1% | -4% | 20
CSc1ccccc1NC(=O)c1ccc([N+](=O)[O-])cc1 | -11% | -1% | 0% | 0% | 1% | 0.0% | 2% | 2% | -4% | 12% | -3
O=C(CCCOc1cccc(Br)c1)NCCOc1ccccc1 | -1% | 19% | 0% | -2% | 2% | -0.3% | 0% | -1% | 12% | -1% | 1
O=c1[nH]c(CN2CCN(Cc3ccc4c(c3)OCO4)CC2)nc2ccccc12 | 0% | ? | 0% | 3% | -3% | 0.4% | 12% | -2% | ? | 1% | 14
CN=C1C([N+](=O)[O-])=CC=C2C1=NC1(CCCCC1)N2O | 0% | 11% | 0% | -3% | -4% | -1.0% | 5% | -1% | ? | 2%[46.1 µM] | -33
